Screens from PubChem BioAssay.
RAD52 anneal inh: RAD52 DNA annealing inhibitors, primary screen, biochemical, FRET, single point, set 2. DNA repair protein RAD52 homolog (Homo sapiens), P43351. recombinant RAD52 DNA annealing, FRET fluorescence. inhibition, % at 18.7 µM. actives 0.46% (n = 360,000). AID 651710, 2012;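 active means every replicate showing at least 50% inhibition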
esBAF inh: Bmi1 luciferase reporter increase in mESCs, primary screen, esBAF inhibitor project, mouse ES cells, Bmi1 luciferase knock-in, single point | 24 h; 100% = twice the neutral-well signal | reporter increase, % at 12.5 µM | actives 2% (n = 350,000) | AID 602393, 2012; in the data active means activation above about 40%;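 further: 0% = median of the plate's neutral control wells and 100% = double that signal; a rise in the Bmi1 reporter signal indicates esBAF inhibition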
EWS-Fli block: EWS/Fli-driven NR0B1 reporter inhibitors, primary screen, A673 cells, NR0B1 luciferase, luminescence, MLPCN library; viability-normalised; inhibition, % at 12.6 µM; actives 0.67% (n = 350,000); AID 651661, 2012;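 active means mean inhibition of at least 50% after viability correction, with every replicate also passing that limit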;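 further: firefly luciferase signal divided by Alamar Blue viability fluorescence both relative to DMSO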
S100A4 MyoIIA: inhibitors of S100A4-myosin IIA peptide binding, primary screen, biochemical, fluorescence polarization, TAMRA-MyoIIA peptide. inhibition, % at 10.7 µM. actives 0.14% (n = 360,000). Protein S100-A4 (Homo sapiens), P26447;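 active means mean inhibition of at least 70% across replicates, with every replicate also reaching that level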
Target sequence (P26447 whole entry, looked up): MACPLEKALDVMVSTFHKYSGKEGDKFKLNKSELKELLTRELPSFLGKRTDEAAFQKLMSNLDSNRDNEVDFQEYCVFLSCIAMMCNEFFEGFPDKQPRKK
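Material: S100A4 monomer protein / Buffer or medium: 50 mM HEPES pH 7.2, 10 mM CaCl2, 100 mM KCl / Times: 5 min incubation before reading / Benchmarks: neutral control DMSO, positive control TFP / Reagent: labelled myosin peptide probe, 5 nM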
RAD54 branch: inhibitors of human RAD54 branch migration, primary screen, biochemical, fluorescence, single point. inhibition, % at 10.4 µM. actives 0.14% (n = 360,000). DNA repair and recombination protein RAD54-like (Homo sapiens), Q92698. AID 602329, 2012. RAD54 Holliday junction branch migration, FAM/BHQ fluorescence;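 active means mean normalized replicate activity at least 40 and at least half of replicates scoring 40 or more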;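 further: 0% = median of neutral control wells and 100% = median of positive control wells; inhibitors cause a drop in the FAM fluorescence signal; in these data hits start at about 50%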
Target sequence (Q92698 whole entry, looked up): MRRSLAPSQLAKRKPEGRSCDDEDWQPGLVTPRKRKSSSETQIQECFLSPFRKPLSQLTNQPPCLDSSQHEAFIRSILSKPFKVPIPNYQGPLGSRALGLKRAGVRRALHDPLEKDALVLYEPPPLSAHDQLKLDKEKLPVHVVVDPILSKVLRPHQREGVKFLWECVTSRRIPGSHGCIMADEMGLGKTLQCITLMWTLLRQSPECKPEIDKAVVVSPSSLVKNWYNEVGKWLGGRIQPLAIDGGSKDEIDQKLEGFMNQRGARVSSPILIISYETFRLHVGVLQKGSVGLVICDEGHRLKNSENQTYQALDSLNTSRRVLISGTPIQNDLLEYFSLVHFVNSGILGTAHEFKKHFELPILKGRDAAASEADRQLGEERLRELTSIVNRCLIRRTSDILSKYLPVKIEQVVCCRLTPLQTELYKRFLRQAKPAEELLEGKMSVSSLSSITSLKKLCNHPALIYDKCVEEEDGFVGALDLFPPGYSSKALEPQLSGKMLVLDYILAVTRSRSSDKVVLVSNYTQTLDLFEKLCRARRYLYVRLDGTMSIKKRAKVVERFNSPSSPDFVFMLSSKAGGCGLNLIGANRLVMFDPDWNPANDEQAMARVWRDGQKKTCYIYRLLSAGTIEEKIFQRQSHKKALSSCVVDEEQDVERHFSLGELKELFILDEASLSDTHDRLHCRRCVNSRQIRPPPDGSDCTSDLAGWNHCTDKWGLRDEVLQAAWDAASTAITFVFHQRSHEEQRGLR
E-selectin induc: E-selectin induction in HUVECs, primary screen, imaging, HUVEC, immunofluorescence imaging, single point; normalized: neutral wells 0, TNF-alpha wells 100; activation, % at 7.58 µM; actives 0.37% (n = 260,000); AID 686992, 2013;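 active means mean E-selectin-positive cell signal at least 10% of the positive control, reached in at least 60% of replicates, without over 20% cell loss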;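 further: in these data hits start at about 27%; measured in HUVEC primary endothelial cells; signal is the percent of cells scored E-selectin positive by PE staining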
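Read-out: % PE-positive cells | Test system: HUVEC | Doses: One compound dose added by pin transfer | Buffer or medium: EGM-2 over gelatin coat | Signal: Immunofluorescence imaging | Benchmarks: TNF-alpha, DMSO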
XiGFP reactiv: activators of inactive X chromosome reactivation, primary screen, imaging, XiGFP fibroblasts, GFP high-content imaging, set 2; XiGFP mouse fibroblasts, % GFP-positive cells imaging, 3 d; cells co-treated with 5-aza-dC sensitizer; scaled so ellipticine positive control = 100%; activation, % at 7.58 µM; actives 0.055% (n = 360,000); AID 743238, 2013;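 active means mean normalized replicate activation at least 10% and every replicate at or above 10%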;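 further: 0% = median of on-plate neutral control wells and 100% = ellipticine 6 µM median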
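System: XiGFP fibroblasts, SV40-immortalized. Medium: DMEM plus 5-aza-dC sensitizer. Doses: single point. Timing: 3 d treatment, 15 min room-temperature fixation. Control set: ellipticine 6 µM.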
FN deposition inh: inhibitors of fibronectin matrix deposition, primary screen, AH1F cells, Alexa488-fibronectin fluorescence, plate reader | AH1F fibroblasts, overnight | inhibition, % at 12.6 µM | actives 0.086% (n = 350,000) | AID 743247, 2014;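 active means mean inhibition across replicates of 30% or more, regardless of how many single replicates reach that level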;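 further: positive control wells lacked labelled fibronectin entirely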
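Assay system: AH1F fibroblasts / Quantity: 10000 cells per well / Medium: DMEM plus 2% serum, read in PBS / Reagent: labelled fibronectin 24 nM / Dosing: single dose, pinned / Times: 1 h cell attachment, overnight exposure to compound and label / Signal: fluorescence, ex 485 nm, em 525 nm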
* hit, by the source's call.

How did COc1ccc(NC(=O)N2C[C@@H](O)COC[C@@H]3O[C@H](CC(=O)N4CCCCC4)CC[C@H]32)cc1 do in these assays?
RAD52 anneal inh: 7; esBAF inh: -2; EWS-Fli block: -4; S100A4 MyoIIA: -10; RAD54 branch: -6; E-selectin induc: 0.0; XiGFP reactiv: 0.3; FN deposition inh: 3

What do the screens show for `CC1CCCN(C(=O)c2ccc([N+](=O)[O-])o2)C1` (stereo unspecified)?
RAD52 anneal inh: 3; esBAF inh: 8; EWS-Fli block: -1; S100A4 MyoIIA: -5; RAD54 branch: -9; XiGFP reactiv: 0.0; FN deposition inh: -16

Results for NC(=O)CC[C@H](NC(=O)c1ccc(Cl)cc1)C(=O)NNC(=O)COc1cccc(Br)c1 ?
RAD52 anneal inh: -14; esBAF inh: -4; EWS-Fli block: 4; S100A4 MyoIIA: -3; RAD54 branch: 2; E-selectin induc: 0.9; XiGFP reactiv: 0.2; FN deposition inh: -5

How did CCCNC(=O)C[C@H]1C[C@H]2c3cc(NC(=O)NC4CCCC4)ccc3O[C@H]2[C@@H](CO)O1 do in these assays?
RAD52 anneal inh: -1; esBAF inh: -6; EWS-Fli block: -7; S100A4 MyoIIA: 1; RAD54 branch: -19; E-selectin induc: 0.0; XiGFP reactiv: 0.0; FN deposition inh: 7

How did C/C(=N\NC(=O)CN1CCCCC1)c1ccccc1O do in these assays?
RAD52 anneal inh: -14; esBAF inh: 0; EWS-Fli block: -15; S100A4 MyoIIA: 0; RAD54 branch: -8; E-selectin induc: 0.5; XiGFP reactiv: 1.3; FN deposition inh: 12

Results for CCOC(=O)c1cc(-c2ccc(N3CCOCC3)cc2)nn1-c1ccccc1C(=O)O ?
RAD52 anneal inh: -11; esBAF inh: -1; EWS-Fli block: 0; S100A4 MyoIIA: -3; RAD54 branch: 3; XiGFP reactiv: 0.3; FN deposition inh: 1

Results for Cc1cc(-c2nc3ncccc3o2)ccc1NC(=S)NC(=O)c1ccco1 ?
RAD52 anneal inh: -42; EWS-Fli block: -8; S100A4 MyoIIA: 4; E-selectin induc: -1.0; XiGFP reactiv: 0.0; FN deposition inh: -6

How did CCC(C)(C)NC(=O)CN(C(=O)CCC(=O)Nc1nccs1)c1ccc2c(c1)OCO2 do in these assays?
RAD52 anneal inh: 10; esBAF inh: -2; EWS-Fli block: 3; S100A4 MyoIIA: -2; RAD54 branch: 2; XiGFP reactiv: 0.0; FN deposition inh: 3

Results for CC1(c2nnc(-c3ccc(F)cc3)o2)CC(c2cccc(Cl)c2)=NO1 (stereo unspecified) ?
RAD52 anneal inh: -13; esBAF inh: -2; EWS-Fli block: 6; S100A4 MyoIIA: 5; RAD54 branch: 8; E-selectin induc: -0.2; XiGFP reactiv: 0.0; FN deposition inh: -2

How did CC(C)CC#Cc1ccc2c(c1)O[C@H](CN(C)Cc1ccc(F)cc1)[C@H](C)CN([C@H](C)CO)S2(=O)=O do in these assays?
RAD52 anneal inh: -4; esBAF inh: 2; EWS-Fli block: 36; S100A4 MyoIIA: 11; RAD54 branch: 0; XiGFP reactiv: -0.7

What do the screens show for `Cc1ccccc1-c1cc(C(=O)NCc2ccco2)n(CC2CC(c3cccnc3)=NO2)n1` (stereo unspecified)?
RAD52 anneal inh: -53; esBAF inh: -23; EWS-Fli block: 19; S100A4 MyoIIA: 4; RAD54 branch: -5; E-selectin induc: 0.1; XiGFP reactiv: 0.2; FN deposition inh: 5

What do the screens show for `CCCCN1CC(COCc2ccccc2)Oc2cccc(Sc3ccc(OC)c(OC)c3)c2S1(=O)=O` (stereo unspecified)?
RAD52 anneal inh: 7; EWS-Fli block: 6; S100A4 MyoIIA: -3; E-selectin induc: 0.0; XiGFP reactiv: -0.1; FN deposition inh: 10

Results for CCC(=O)Nc1ccc2c(c1)C(=O)N(C)C[C@@H](OC)[C@H](C)CN(CCc1ccccc1)[C@@H](C)CO2 ?
RAD52 anneal inh: 11; esBAF inh: 2; EWS-Fli block: 3; S100A4 MyoIIA: 3; RAD54 branch: -2; E-selectin induc: -0.3; XiGFP reactiv: 0.6; FN deposition inh: -4

How did O=C1NC[C@H](Cc2ccc(O)cc2)N(C[C@H]2CCCN2C[C@H](Cc2ccc(O)cc2)N2C[C@H](Cc3ccc(O)cc3)N(CCc3ccccc3)C(=O)C2=O)C1=O do in these assays?
RAD52 anneal inh: -46; esBAF inh: -3; EWS-Fli block: 8; S100A4 MyoIIA: -4; RAD54 branch: -10; E-selectin induc: -0.2; XiGFP reactiv: 0.1

How did CCOC(=O)C1(C)CCN1C(=O)COc1ccc(C(C)(C)C)cc1 (stereo unspecified) do in these assays?
RAD52 anneal inh: -3; esBAF inh: 0; EWS-Fli block: 0; S100A4 MyoIIA: -5; RAD54 branch: -13; E-selectin induc: -0.5; XiGFP reactiv: -0.1; FN deposition inh: 0

4 entries drawn at random from those above:
How did C/C(=N\NC(=O)CN1CCCCC1)c1ccccc1O do in these assays?
RAD52 anneal inh: -14; esBAF inh: 0; EWS-Fli block: -15; S100A4 MyoIIA: 0; RAD54 branch: -8; E-selectin induc: 0.5; XiGFP reactiv: 1.3; FN deposition inh: 12

How did O=C1NC[C@H](Cc2ccc(O)cc2)N(C[C@H]2CCCN2C[C@H](Cc2ccc(O)cc2)N2C[C@H](Cc3ccc(O)cc3)N(CCc3ccccc3)C(=O)C2=O)C1=O do in these assays?
RAD52 anneal inh: -46; esBAF inh: -3; EWS-Fli block: 8; S100A4 MyoIIA: -4; RAD54 branch: -10; E-selectin induc: -0.2; XiGFP reactiv: 0.1

Results for CC1(c2nnc(-c3ccc(F)cc3)o2)CC(c2cccc(Cl)c2)=NO1 (stereo unspecified) ?
RAD52 anneal inh: -13; esBAF inh: -2; EWS-Fli block: 6; S100A4 MyoIIA: 5; RAD54 branch: 8; E-selectin induc: -0.2; XiGFP reactiv: 0.0; FN deposition inh: -2

What do the screens show for `CC1CCCN(C(=O)c2ccc([N+](=O)[O-])o2)C1` (stereo unspecified)?
RAD52 anneal inh: 3; esBAF inh: 8; EWS-Fli block: -1; S100A4 MyoIIA: -5; RAD54 branch: -9; XiGFP reactiv: 0.0; FN deposition inh: -16

Next section:
What do the screens show for `O=CN1c2ccccc2CSc2ccccc21`?
RAD52 anneal inh: -6; EWS-Fli block: 9; S100A4 MyoIIA: -1; RAD54 branch: 9; XiGFP reactiv: 0.1; FN deposition inh: -2

Results for COc1ccccc1N1CCN(C(=O)c2ccc(CN3CCOCC3)cc2)CC1 ?
RAD52 anneal inh: 6; EWS-Fli block: 5; S100A4 MyoIIA: -2; XiGFP reactiv: 0.1; FN deposition inh: -11

Results for COc1cccc(CNC(=O)C2CCCN(C(=O)c3ccc(Cl)cc3)C2)c1 (stereo unspecified) ?
RAD52 anneal inh: 4; esBAF inh: 0; EWS-Fli block: -1; S100A4 MyoIIA: 0; RAD54 branch: 8; E-selectin induc: -0.1; XiGFP reactiv: 0.1; FN deposition inh: 8

Results for COc1cc(OC)c(OC)cc1/C=C1\SC(N2CCCCC2)=NC1=O ?
RAD52 anneal inh: -16; esBAF inh: -5; EWS-Fli block: -12; S100A4 MyoIIA: -11; RAD54 branch: 4; XiGFP reactiv: 0.0; FN deposition inh: 16

How did COc1ccc(CN(C)C[C@H]2Oc3ccc(NS(=O)(=O)c4cccs4)cc3C(=O)N([C@@H](C)CO)C[C@@H]2C)cc1 do in these assays?
RAD52 anneal inh: 18; esBAF inh: -14; EWS-Fli block: 7; S100A4 MyoIIA: 5; RAD54 branch: 3; E-selectin induc: -15; XiGFP reactiv: -1.1; FN deposition inh: 1

What do the screens show for `CC1=C(C(=O)N2CCOCC2)C(c2ccc(C)cc2)NC(=S)N1` (stereo unspecified)?
RAD52 anneal inh: -10; EWS-Fli block: -20; S100A4 MyoIIA: -3; XiGFP reactiv: 0.4; FN deposition inh: 1

What do the screens show for `COc1ccc(S(=O)(=O)NCC(=O)NCc2cc(=O)n(C)c(=O)n2C)cc1`?
RAD52 anneal inh: -5; esBAF inh: -4; S100A4 MyoIIA: 2; RAD54 branch: 7; XiGFP reactiv: 0.0; FN deposition inh: -1

How did Cn1cnc(S(=O)(=O)N2C[C@@H](O)COC[C@@H]3O[C@H](CC(=O)NC4CCCC4)CC[C@H]32)c1 do in these assays?
RAD52 anneal inh: -9; esBAF inh: 1; EWS-Fli block: 16; S100A4 MyoIIA: 10; RAD54 branch: -2; E-selectin induc: 0.0; XiGFP reactiv: 0.1; FN deposition inh: 1

How did Cc1c(C)n2c(SCC(=O)N3CC(C)OC(C)C3)nnc2[nH]c1=O (stereo unspecified) do in these assays?
RAD52 anneal inh: -7; esBAF inh: 4; EWS-Fli block: -2; S100A4 MyoIIA: -3; E-selectin induc: 0.0; XiGFP reactiv: 0.0; FN deposition inh: 2

How did O=C(c1cccc(S(=O)(=O)NCc2ccccc2)c1)N1CCCC(C(F)(F)F)C1 (stereo unspecified) do in these assays?
RAD52 anneal inh: 3; esBAF inh: 7; EWS-Fli block: -4; S100A4 MyoIIA: 3; RAD54 branch: -2; E-selectin induc: 0.4; XiGFP reactiv: 0.0; FN deposition inh: 1

How did Cc1ccc(S(=O)(=O)N/N=C/c2ccc(OCC(=O)N3CCOCC3)cc2)cc1 do in these assays?
RAD52 anneal inh: -10; esBAF inh: -3; EWS-Fli block: 2; S100A4 MyoIIA: -2; XiGFP reactiv: 0.0; FN deposition inh: 15

How did O=C(COC(=O)c1ccc(Cl)c(S(=O)(=O)N2CCCCC2)c1)NC1CCCCC1 do in these assays?
RAD52 anneal inh: -13; esBAF inh: -8; EWS-Fli block: -1; S100A4 MyoIIA: 1; RAD54 branch: -2; XiGFP reactiv: 0.0; FN deposition inh: 4

What do the screens show for `CO[C@H]1CN(C)C(=O)c2ccc(NC(=O)NC(C)C)cc2OC[C@@H](C)N(C(=O)CC2CC2)C[C@@H]1C`?
RAD52 anneal inh: 8; esBAF inh: -1; EWS-Fli block: -2; S100A4 MyoIIA: 18; RAD54 branch: -1; E-selectin induc: -0.2; XiGFP reactiv: 0.2; FN deposition inh: -8

What do the screens show for `Cc1ccc(S(=O)(=O)Nc2ccc3c(c2)C(=O)N([C@H](C)CO)C[C@H](C)[C@H](CN(C)C(=O)Cc2ccccc2)OCCCC[C@@H](C)O3)cc1`?
RAD52 anneal inh: -12; esBAF inh: -12; EWS-Fli block: -6; S100A4 MyoIIA: 0; RAD54 branch: -4; XiGFP reactiv: 0.0; FN deposition inh: -8
